DT40 TDP1 CPT: growth inhibition of DT40 Tdp1-/-;hTDP1 cells with camptothecin (screen for TDP1 inhibitors); Potency, µM (series often up to 46.2 µM), for inactives: top-dose activity change, negative = growth inhibition, hits mostly inhibitors; 420,000 tested, 12% active; chicken DT40 Tdp1-/-;hTDP1 cells + 20 nM CPT, ATP luminescence, 48 h; AID 686979; note: nearly all actives have a fitted effect of over 55% in size
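Chicken DT40 Tdp1-/- cells complemented with human TDP1, 400 cells/well, exposed to compounds plus 20 nM camptothecin for at least 48 h at 37 C; viability read as ATP content by CellTiter-Glo luminescence.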
FEN1 inhibitor: inhibitors of human flap endonuclease 1. 390,000 tested, 0.35% active. Potency, µM (highest dose often 114 µM), inactives show top-dose activity change, negative = inhibition, most hits filed as inhibitors. P39748. AID 588795. Recombinant FEN1 flap cleavage, fluorescence, 15 min; note: nearly all actives have a fitted effect of over 65% in size
Target sequence (P39748 whole entry, looked up): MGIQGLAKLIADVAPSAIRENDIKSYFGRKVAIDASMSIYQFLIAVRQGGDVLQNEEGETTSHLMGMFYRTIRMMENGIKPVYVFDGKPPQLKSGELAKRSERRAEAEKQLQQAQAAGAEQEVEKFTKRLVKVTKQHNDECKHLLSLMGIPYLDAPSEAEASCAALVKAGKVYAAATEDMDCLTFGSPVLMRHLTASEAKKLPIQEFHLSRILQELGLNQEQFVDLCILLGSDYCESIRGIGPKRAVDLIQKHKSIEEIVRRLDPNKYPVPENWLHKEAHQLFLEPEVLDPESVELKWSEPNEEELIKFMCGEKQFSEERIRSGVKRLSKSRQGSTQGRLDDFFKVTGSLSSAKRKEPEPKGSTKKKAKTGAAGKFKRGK
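FEN1 at 10 nM, compound pretreatment for 15 min (room temperature), 50 nM final substrate to initiate; endpoint reads at 0 and 15 min; DMSO-only plates used as vehicle background.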
KAT2A inh: GCN5L2 (KAT2A) acetyltransferase inhibition; 390,000 tested, 0.21% active; GCN5L2 HAT assay, ThioGlo1 CoA-SH fluorescence; Potency, µM (titrated, usually from 58.9 µM), without a hit: at the highest dose activity change, negative = inhibition, most hits filed as inhibitors; Q92830
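Free CoA generated was detected with ThioGlo1 (50uM) fluorescence at Ex340nm/Em540nm, read immediately and after 20 min at room temperature. Enzyme, 20 nM in HEPES pH 7.5 buffer, saw compounds 15 min before adding 75uM H3(1-25) peptide and 70uM acetyl-CoA.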
* hit, by the source's call; ? = inconclusive; . = not tested or not shown; [ ] = remark or other dose. Calls come from the whole dose curve; as a rule, active = well fitted curve in the direction sought with a large enough effect; inconclusive = small, poorly fitted or top-dose-only effect, or another doubt; inactive = no such curve, though single readings can be large; an effect the other way counts as inactive or inconclusive. % is set by controls: 0 for no effect and ±100 for the full control effect; potency is the fitted concentration of half-maximal effect. Some of the compounds tested; the hit share may differ from the screen's.

SMILES	DT40 TDP1 CPT	FEN1 inhibitor	KAT2A inh
NC(=O)CC(NC(=O)c1cccc(Br)c1)c1ccc(N2CCN(c3ccccn3)CC2)c([N+](=O)[O-])c1 (stereo not given)	15µM*	-20%	-4%
CC(C)Cn1c(SCC(=O)Nc2ccc3[nH]c(=O)[nH]c3c2)nc2ccccc2c1=O	?	0%	-10%
Cn1ncc2c(NCc3ccccc3Cl)nc(NCCO)nc21	?	13%	16%
O=S(=O)(NCc1cccnc1)c1ccc(Br)s1	-22%	-15%	1%
Cc1ccc(-c2c(C#N)c(N)n(-c3ccc(C)cc3)c(=O)c2C#N)cc1	?	-5%	-18%
O=C(Nc1cc2c(cc1Br)OCCCO2)c1ccccc1	-27%	-4%	-5%
O=[N+]([O-])c1ccc(/C=C/c2nc3ccc([N+](=O)[O-])cc3[nH]2)cc1	5.8µM*	-1%	-3%
CC(=O)c1coc2c1cc(O)c1ccccc12	-23%	-8%	-6%
CCOC(=O)c1c(NC(=O)c2ccco2)sc(C(=O)N2CCCC2)c1C	?	-13%	-5%
O=C(CCC1CCCN(C(=O)c2cncs2)C1)NCc1ccc(F)c(F)c1 (stereo not given)	?	0%	-4%
COC(=O)c1cc2ccsc2n1CC(=O)Nc1cc(C)cc(C)c1	?	-3%	-8%
CCCCNC(=O)NC1CCCC1	-7%	8%	0%
CSc1ccc(CNCc2c(C(=O)O)c(C)n(Cc3ccc(F)cc3Cl)c2C)cc1	?	3%	0%
O=C1CCCc2c1nc(-c1ccccc1)n2O	3%	2%	-11%
O=C(NC1CCCC1)C(c1ccncc1)N(C(=O)c1csnn1)c1ccc(F)c(Cl)c1 (stereo not given)	4%	-1%	-1%
Cn1c(CCCOc2ccc(Cl)cc2Cl)nnc1SCC(=O)Nc1cccc(F)c1	?	7%	42%[activator]
Cc1cccc(COC[C@H](Cc2ccccc2)N2CCN(C(=O)c3cccc(C)c3)CCC2=O)c1	?	.	5%
COc1cccc(-c2nnc(SCC(=O)N(C(C)C)C(C)C)o2)c1	?	6%	1%
O=C(/C=C/c1cccs1)c1cc(Cl)ccc1O	16µM*	-5%	-6%
Cn1c(=O)[nH]c(=O)c2c1nc(OC(=O)c1ccccc1)n2CC(O)COc1ccc(F)cc1 (stereo not given)	2%	3%	-5%
Cc1ccc2nc(Cc3ccc(N)cc3)oc2c1	-4%	-1%	-2%
Cc1ccc(NC(=O)c2nc[nH]c2C(=O)N(C)Cc2ccccc2)cc1	?	-23%	-12%
CCOC(=O)CSc1nnc(Cc2cc(=O)[nH]c(=O)[nH]2)n1-c1cccc(OC)c1	-2%	4%	-3%
COc1ccc(S(=O)(=O)N(C(=O)C(C)C)c2ccc3oc(=O)sc3c2)cc1	10µM*	15%	-6%
CN(c1ccc(OCC(=O)N2CCN(c3ccc(F)cc3)CC2)cc1)S(=O)(=O)c1cccs1	?	-18%	-8%
Cc1cc(NS(=O)(=O)c2ccc(NC(=O)/C=C/c3c(F)cccc3Cl)cc2)nc(C)n1	-6%	9%	-14%
O=C(CSc1ccc(-c2cccc([N+](=O)[O-])c2)nn1)NCc1ccccc1	-21%	0%	-20%
CC(=O)c1ccc(NC2c3ncccc3C(=O)N2Cc2ccc(F)cc2)cc1 (stereo not given)	-23%	16%	-8%
COc1ccc(CCN2CC(O)=C(c3nc4ccccc4c(=O)[nH]3)C2=N)cc1OC	?	-13%	-1%
Cc1ccc(C2=N/C(=C\N3CCCCC3)C(=O)O2)cc1	-18%	-3%	-6%
O=C(N=Nc1c(O)[nH]c2ccccc12)c1ccco1	?	-24%	1%
COc1ccc(OC)c(NC(=O)c2cnc3n(c2=O)CCS3)c1	4%	13%	-26%
CC(C)(C)SCCNC(=O)CN1C(=O)c2cccc3cccc1c23	-26%	18%	-2%
CCOc1ccc(C2c3[nH]c4ccccc4c3CCN2C(=O)CSc2ccccc2)cc1 (stereo not given)	?	-2%	-25%
COCCCNC(=O)c1cc2cc(Br)ccc2oc1=O	-2%	9%	-1%
CCN(CC)S(=O)(=O)c1ccc2c(c1)N(CC(=O)N1CCN(c3cccc(C(F)(F)F)c3)CC1)C(=O)CO2	?	-5%	-6%
Cc1ccc(CNC(=O)CCC(=O)N2CC3CCCN3c3ccccc32)cc1 (stereo not given)	5.2µM*	14%	2%
COc1ccc(CCNC(=O)c2nc(-c3ccc(Cl)cc3)n3c2CCCCC3)c(OC)c1	10µM*	-21%	-16%
CC(=O)N1CCN(c2ccc(NCc3ccc(Br)o3)cc2)CC1	.	-4%	-3%
Cc1cc(OCC(=O)OCC(=O)N2c3ccccc3NC(=O)C2(C)C)ccc1Cl	?	-16%	?
CC(=O)NC(C)c1ccc(Cl)c(Cl)c1 (stereo not given)	-12%	4%	2%
COc1cc2c(cc1NC(=O)/C=C/c1cc(OC)c(OC)c(OC)c1)oc1ccccc12	21µM*	-5%	?
O=C1COCCOCCOCC(=O)NCCN1	-1%	-1%	0%
Cn1c(=N)c(S(=O)(=O)c2ccc(F)cc2)cc2c(=O)n3ccccc3nc21	-16%	16%	-5%
COC(=O)Cn1c(=NC(=O)c2cccc(OC)c2)sc2cc(OC)ccc21	-74%	-3%	-22%
Cc1ccc(NC(=O)C2=CC(c3ccc(C)cc3)=NS(=O)(=O)N2C)cc1	?	14%	-8%
NC(=O)c1ncc(C(F)(F)F)cc1Oc1ccc(C(F)(F)F)cc1	-6%	5%	-3%
O=C(CN1CCCC1)N1CCN(c2ccccc2)CC1	-10%	5%	2%
O=C1CC2(CCN(C(=O)c3cccc([N+](=O)[O-])c3)CC2)Oc2ccccc21	?	4%	1%
CCOc1ccccc1NC(=O)CN1C(=O)CC(c2ccc(C)c(C)c2)=Nc2ccccc21	-6%	3%	-14%
CCCCCCCCNC(C)C(O)c1ccc(SC(C)C)cc1 (stereo not given)	18µM*	-8%	-4%
c1csc(CNc2ncncc2-c2ccc3c(c2)OCO3)c1	?	.	-1%
COc1ccc(C2SCCN2S(=O)(=O)c2ccc(F)cc2)cc1OC (stereo not given)	-28%	4%	-15%
CCN(CC)c1ccc2cc(C(C)=O)c(=O)oc2c1	-7%	6%	-6%
CC(C)CCNC(=O)CCSCCC(=O)NCCC(C)C	10%	-8%	0%
COCCCNC(=O)COc1cc2c(c3oc(=O)c(C)c(C)c13)CCC(C)(C)O2	?	5%	-21%
O=C(NCc1ccccc1)c1ccc(C(=O)N(C2CCCCC2)C2CCCCC2)cc1	23µM*	-9%	0%[0.501 µM]
COc1cccc(NC(=S)Nc2ccc(O)cc2)c1	-18%	-21%	5%
O=c1c2ccccc2n2c(-c3ccc(C(F)(F)F)cc3)nnc2n1Cc1ccccc1	?	-2%	0%
CCOC(=O)C(C)NC(=O)c1cc2c(=O)[nH]c3ccc(C)cc3c2s1 (stereo not given)	?	-5%	-4%
Remaining list, next part
SMILES	DT40 TDP1 CPT	FEN1 inhibitor	KAT2A inh
COCC(=O)N1CCC2(CCCN(Cc3ccccc3OC)C2)CC1	25%	.	8%
CSc1cccc(NC(=O)c2nnn(CC(=O)Nc3cc(C)cc(C)c3)c2N)c1	?	-2%	-7%
C#CCOCCOCCOCCNc1nc(N2CCN(C(=O)[C@H](CO)n3cc([C@@H](N)C(C)C)nn3)CC2)nc(N2CCN(C(=O)[C@H](CO)n3cc([C@@H](N)C(C)C)nn3)CC2)n1	0%	-3%	.
COc1ccc2c3c(c(=O)oc2c1OCC(=O)C(C)(C)C)CCCC3	?	6%	-11%
O=S(=O)(Nn1c(O)c(C=C2N=c3ccccc3=N2)sc1=S)c1ccccc1	?	5%	6%
O=C(O)/C=C/C(=O)NNC(=O)c1cccc(Br)c1	-23%	-4%	-9%
COc1ccc(NC(=O)c2cc(-c3ccccc3)on2)cc1	-6%	17%	?
CCOc1ccc(C(=O)c2nc3c(n2O)CCCC3)cc1	-7%	8%	-3%
CCOC(=O)N1CCC(NC(=O)c2cc(S(=O)(=O)N3CCOCC3)ccc2F)CC1	5%	5%	-8%
C[C@@H]1CN[C@@H](CCO)/C1=C\c1ccccc1	-3%	2%	.
COC(=O)C1=C(C)NC(=O)CC1c1ccc(F)c(Br)c1 (stereo not given)	-5%	-9%	2%
Cc1cc(C(=O)O)ccc1-n1c(C)cc(C=C2C(=O)c3ccccc3C2=O)c1C	?	-18%	-11%
COc1ccc2c(c1OC)C(=O)N(c1cccc(NC(C)=O)c1)C2	24%	0%	2%
COc1ccc(-c2cc(C(=O)Nc3cc(Cl)ccc3O)no2)cc1	?	-13%	-2%
CCc1c(C)nc(SCC(=O)Nc2c(C)n(C)n(-c3ccccc3)c2=O)[nH]c1=O	-4%	-1%	-11%
Nc1nnc(SCCCC(=O)c2ccc(Br)cc2)s1	?	3%	-3%
O=C(CN1CCN(c2ccc(F)cc2)CC1)N1N=CCC1c1ccccc1 (stereo not given)	-14%	7%	5%
O=C(Nc1ccc(Cl)cc1C(F)(F)F)c1ccccc1	-8%	2%	9%
Cc1nc(SCC(=O)c2ccc(Cl)s2)c2oc3ccccc3c2n1	?	2%	-4%
CC[C@H](CO)NCCN[C@H](CC)CO	4%	-1%	3%
CCC(COC)NCc1cn(-c2ccc(OC)cc2)nc1-c1cccc(F)c1 (stereo not given)	16µM*	-13%	8%
COc1ccc(Nc2nc(NN)nc(C)c2[N+](=O)[O-])cc1	-24%	-9%	-10%
O=C(/C=C/c1cccs1)N1CCC2(CC1)Oc1ccc(Cl)cc1C(=O)C21CC(c2ccc(Cl)cc2)=NO1 (stereo not given)	2%	-17%	.
CCCn1c(=O)c2c(nc3n2CCN3Cc2ccco2)n(C)c1=O	4%	14%	-9%
COc1ccc2cc3cc(C(=O)NCCCN4CCOCC4)oc3nc2c1	-26%	15%	-21%
O=C(c1ccccc1F)N(Cc1cccnc1)Cc1cc2cc3c(cc2[nH]c1=O)OCCO3	?	9%	0%
Cc1ccnc(NC(=O)CNC(=O)c2ccc(C)s2)c1	-13%	5%	-6%
Nc1nc(SCC(=O)c2cccs2)n[nH]1	5%	17%	0%
COC(=O)c1ccc(NC(=O)N2CCC(O)(c3cccnc3)CC2)cc1	-14%	-5%	-31%
CCOC(=O)c1cc(S(=O)(=O)Nc2ccc(Br)c(C)c2)[nH]n1	-28%	14%	3%
O=c1c(Cl)c(NS(=O)(=O)c2ccccc2)cnn1-c1ccccc1	2%	20%	-8%
Cn1c(CCN2CCOCC2)nc2cc(NC(=O)COc3ccccc3)ccc21	4%	3%	-1%
COc1ccc(N2CCN(C(C)C(=O)N3CCc4ccccc43)CC2)cc1 (stereo not given)	-29%	-2%	-20%
CCC(C)NC(=O)c1cc(OC)c(OC)c(OC)c1 (stereo not given)	-10%	-1%	-1%
Cc1cc([N+](=O)[O-])nn1CC(=O)NCc1ccco1	15%	1%	0%
Cc1ccc(C(=O)NC(=S)Nc2ccc(S(=O)(=O)N3CCN(C)CC3)cc2)cc1	16µM*	-8%	-9%

Of the compounds above, these contain two or more sulfur atoms.
SMILES	DT40 TDP1 CPT	FEN1 inhibitor	KAT2A inh
O=S(=O)(NCc1cccnc1)c1ccc(Br)s1	-22%	-15%	1%
COc1ccc(S(=O)(=O)N(C(=O)C(C)C)c2ccc3oc(=O)sc3c2)cc1	10µM*	15%	-6%
CN(c1ccc(OCC(=O)N2CCN(c3ccc(F)cc3)CC2)cc1)S(=O)(=O)c1cccs1	?	-18%	-8%
COc1ccc(C2SCCN2S(=O)(=O)c2ccc(F)cc2)cc1OC (stereo not given)	-28%	4%	-15%
O=S(=O)(Nn1c(O)c(C=C2N=c3ccccc3=N2)sc1=S)c1ccccc1	?	5%	6%
Nc1nnc(SCCCC(=O)c2ccc(Br)cc2)s1	?	3%	-3%
Cc1nc(SCC(=O)c2ccc(Cl)s2)c2oc3ccccc3c2n1	?	2%	-4%
Nc1nc(SCC(=O)c2cccs2)n[nH]1	5%	17%	0%
Cc1ccc(C(=O)NC(=S)Nc2ccc(S(=O)(=O)N3CCN(C)CC3)cc2)cc1	16µM*	-8%	-9%

The listing continues.
SMILES	DT40 TDP1 CPT	FEN1 inhibitor	KAT2A inh
COc1ccc(NC(=O)CCN2CCN(CCO)CC2)c(OC)c1	-10%	3%	15%
O=C(CSc1nc(-c2ccccc2)c(-c2ccccc2)o1)Nc1nnc(-c2ccccc2)s1	-23%	5%	-3%
CC(=O)Nc1ccc2c(c1)nc(CCN1CCOCC1)n2C	1%	-1%	-3%
Brc1cccc(CNCCCN2CCOCC2)c1	23µM*	12%	-6%
Cc1ccc(S(=O)(=O)NC2=NCN(C)CN2)cc1[N+](=O)[O-]	-1%	1%	1%
CCOC(=O)N1CCN(C(=O)CN(c2ccc(C)cc2C)S(=O)(=O)c2ccccc2)CC1	0%	-4%	-3%
NS(=O)(=O)c1cccc(NC(=O)c2ccc(S(=O)(=O)N3CCCCCC3)cc2)c1	-28%	0%	-10%
CC1(C)CC(=O)C(N=Nc2cccc(F)c2C#N)=C(O)C1	6%	5%	-1%
